Source: PubChem BioAssay
TDP1 block: TDP1 (human) enzyme inhibition; recombinant TDP1, AlphaScreen DNA substrate cleavage; actives 0.28% (n = 350,000); Potency, µM (titrated, usually from 130 µM), without a hit: at the top dose activity change, negative = inhibition, usual class: inhibitors; Q9NUW8; further: nearly all actives have a fitted effect of over 40% in size
Target sequence (Q9NUW8 whole entry, looked up): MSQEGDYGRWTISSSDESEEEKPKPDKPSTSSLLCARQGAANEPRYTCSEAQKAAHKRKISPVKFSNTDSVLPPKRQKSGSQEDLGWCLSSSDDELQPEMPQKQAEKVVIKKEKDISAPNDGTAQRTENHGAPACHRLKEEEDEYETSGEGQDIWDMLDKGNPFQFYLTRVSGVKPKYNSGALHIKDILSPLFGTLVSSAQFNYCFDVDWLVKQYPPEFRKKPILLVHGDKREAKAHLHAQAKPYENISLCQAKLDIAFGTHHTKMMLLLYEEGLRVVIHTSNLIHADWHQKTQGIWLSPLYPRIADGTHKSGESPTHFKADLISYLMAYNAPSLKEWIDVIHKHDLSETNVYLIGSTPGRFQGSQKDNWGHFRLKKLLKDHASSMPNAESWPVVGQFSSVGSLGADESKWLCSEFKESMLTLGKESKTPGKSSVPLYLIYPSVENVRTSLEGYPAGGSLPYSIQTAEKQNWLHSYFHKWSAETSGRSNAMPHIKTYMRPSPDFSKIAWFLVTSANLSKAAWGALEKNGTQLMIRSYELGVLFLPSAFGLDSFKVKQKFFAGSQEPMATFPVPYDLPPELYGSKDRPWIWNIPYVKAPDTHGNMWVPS
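Recombinant E. coli-expressed Tdp1 (1 nM) preincubated with compound 15 min at RT, then 5'-biotin/3'-phosphotyrosine-FITC DNA substrate (15 nM) added for 5 min. AlphaScreen beads (10 ug/ml) added, 10 min RT; tyrosine-FITC cleavage read as signal loss.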
N370S GC mod: N370S glucocerebrosidase modulation, Gaucher chaperone candidate | N370S GC spleen homogenate, 4MU-glucoside fluorescence | AID 2101 | P04062 | actives 0.092% (n = 330,000) | Potency, µM (titrated, usually from 59.4 µM), for the others: top-dose activity change, negative = inhibition, hits mostly inhibitors;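 further: 0% = full enzyme activity and -100% = no enzyme basal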
FEN1 inhibitor: human FEN1 inhibition. AID 588795. Potency, µM (highest dose often 114 µM), without a hit: at the top dose activity change, negative = inhibition, usual class: inhibitors. P39748. Recombinant FEN1 flap cleavage, fluorescence, 15 min. actives 0.35% (n = 390,000); further: nearly all actives have a fitted effect of over 65% in size
Target sequence (P39748 whole entry, looked up): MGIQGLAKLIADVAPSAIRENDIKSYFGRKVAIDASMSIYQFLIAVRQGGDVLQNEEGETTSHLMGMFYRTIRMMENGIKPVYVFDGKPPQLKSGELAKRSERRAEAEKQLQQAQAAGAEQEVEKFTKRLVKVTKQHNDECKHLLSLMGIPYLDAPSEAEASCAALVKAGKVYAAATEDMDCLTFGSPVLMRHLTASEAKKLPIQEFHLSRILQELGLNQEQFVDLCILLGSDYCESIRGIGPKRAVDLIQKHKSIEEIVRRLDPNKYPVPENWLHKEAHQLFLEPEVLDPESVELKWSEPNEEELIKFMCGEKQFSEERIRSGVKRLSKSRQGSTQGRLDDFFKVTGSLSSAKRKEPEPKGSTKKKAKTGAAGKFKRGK
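Concentration–response screening of FEN1 (10 nM): 15 min compound preincubation at room temperature, reaction started with 50 nM substrate and read at 0 and 15 min. Corrected, normalized data were fitted by a four-parameter Hill equation.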
Starred values were filed as active, the others as inactive; & = joins results of further samples. The call rests on the fitted dose curve; in most records, active means well fitted curve in the direction sought with a large enough effect; inconclusive means small, poorly fitted or top-dose-only effect, or another doubt; inactive means no such curve, though single readings can be large; an effect the other way counts as inactive or inconclusive. Unless noted, on the % scale 0 is the no-effect control and ±100 the full control effect; potency means the concentration at half of the fitted maximal effect.

`CCCCCC(/C=N/Nc1ccc(S(=O)(=O)N2CCOCC2)cc1[N+](=O)[O-])=C\c1ccccc1` gave TDP1 block 12%, N370S GC mod -6% and FEN1 inhibitor 8%.
Screening CCOC(=O)N1CCC(NC(=O)c2cn(-c3ccc(OC)cc3)c(=O)c3ccccc23)CC1 returned TDP1 block 3%, N370S GC mod -13% and FEN1 inhibitor -6%.
For Cc1cc(NCCOCCO)n2c(nc3ccccc32)c1C#N the results were N370S GC mod inconclusive and FEN1 inhibitor 3%.
`C/C(=N\NC(=O)c1ccc(CN2CCOCC2)cc1)c1ccc(NC(=O)c2ccccc2)cc1` gave TDP1 block 4%, N370S GC mod 8% and FEN1 inhibitor -18%.
O=C(NC1CCCc2ccccc21)c1ccc(Br)cc1 (stereo unspecified) was read as TDP1 block 5%, N370S GC mod 0% and FEN1 inhibitor 4%.
Screening CCOC(=O)C1CCN(Cc2ccc(F)c(F)c2)CC1 returned TDP1 block 3%, N370S GC mod 1% and FEN1 inhibitor -14%.
Screening Cc1[nH]n(C2=NCCS2)c(=O)c1N=Nc1cccc(C(F)(F)F)c1 returned TDP1 block 6%, N370S GC mod 0% and FEN1 inhibitor -7%.
CN(C)c1nc(SCCOC(=O)COc2ccc(Cl)cc2Cl)nc(N(C)C)n1 was read as N370S GC mod 17% and FEN1 inhibitor 11%.
Screening CCC(Sc1nc(C)cc(=O)[nH]1)C(=O)Nc1ccc(Cl)cn1 (stereo unspecified) returned TDP1 block 4%, N370S GC mod 8% and FEN1 inhibitor 22%.
For CC(C)(C)n1nnnc1C(c1cccs1)N(Cc1cccnc1)Cc1ccccc1Cl (stereo unspecified) the results were TDP1 block 5%, N370S GC mod -28% and FEN1 inhibitor -6%.
Cc1ccc(C)c(N(C)C(=O)c2cc3c(=O)[nH]c4ccc(C)cc4c3s2)c1 was read as N370S GC mod 6% and FEN1 inhibitor 18%.
O=C1CN(C(=O)NCC(=O)N2CCCC2)c2ccccc2N1 was read as TDP1 block 2%, N370S GC mod 18% and FEN1 inhibitor 25%.
For O=C1CCCc2cc(S(=O)(=O)N3CCC(C(=O)NCc4ccccc4)CC3)ccc2N1 the results were TDP1 block 1%, N370S GC mod -8% and FEN1 inhibitor 12%.
For CCC(CC)N1CCN(C(=O)c2cccc(Cl)c2)CC1 the results were N370S GC mod -12% and FEN1 inhibitor 18%.
For COc1ccc(OC)c(C(=O)/C=C/c2ccccc2C(F)(F)F)c1 the results were TDP1 block 8%, N370S GC mod 9% and FEN1 inhibitor -14%.

The list goes on; the last 7 above are carried over.
Screening CCC(Sc1nc(C)cc(=O)[nH]1)C(=O)Nc1ccc(Cl)cn1 (stereo unspecified) returned TDP1 block 4%, N370S GC mod 8% and FEN1 inhibitor 22%.
For CC(C)(C)n1nnnc1C(c1cccs1)N(Cc1cccnc1)Cc1ccccc1Cl (stereo unspecified) the results were TDP1 block 5%, N370S GC mod -28% and FEN1 inhibitor -6%.
Cc1ccc(C)c(N(C)C(=O)c2cc3c(=O)[nH]c4ccc(C)cc4c3s2)c1 was read as N370S GC mod 6% and FEN1 inhibitor 18%.
O=C1CN(C(=O)NCC(=O)N2CCCC2)c2ccccc2N1 was read as TDP1 block 2%, N370S GC mod 18% and FEN1 inhibitor 25%.
For O=C1CCCc2cc(S(=O)(=O)N3CCC(C(=O)NCc4ccccc4)CC3)ccc2N1 the results were TDP1 block 1%, N370S GC mod -8% and FEN1 inhibitor 12%.
For CCC(CC)N1CCN(C(=O)c2cccc(Cl)c2)CC1 the results were N370S GC mod -12% and FEN1 inhibitor 18%.
For COc1ccc(OC)c(C(=O)/C=C/c2ccccc2C(F)(F)F)c1 the results were TDP1 block 8%, N370S GC mod 9% and FEN1 inhibitor -14%.
`Cc1cc(C)cc(C(=O)NC(=S)Nc2ccc3c(c2)OCCO3)c1` gave TDP1 block 8%, N370S GC mod 2% and FEN1 inhibitor 5%.
CCN1CCN(C(=O)C2CCN(C(=O)Nc3ccccc3)CC2)CC1 was read as TDP1 block 1% and FEN1 inhibitor -8%.
Screening COc1nc(N(C)C)nc(N2CC(=O)N(CCNS(=O)(=O)c3ccc(C)cc3)C2=N)n1 returned TDP1 block 5%, N370S GC mod -16% and FEN1 inhibitor -1%.
`Cc1nc2scc(-c3ccc(Cl)cc3)c2c(=O)n1N` gave TDP1 block 1%, N370S GC mod -2% and FEN1 inhibitor 7%.
`COc1ccc(CCCc2nnc(SCC(=O)N/N=C\c3ccc(O)c(OC)c3)o2)cc1C` gave TDP1 block 4%, N370S GC mod 6% and FEN1 inhibitor -6%.
Screening CC(C)(C)C1CCC(OCC(O)CN2CCN(c3ccccc3)CC2)CC1 (stereo unspecified) returned TDP1 block 2%, N370S GC mod -26% and FEN1 inhibitor -5%.
COc1ccc(CNC(=O)c2nc(Cn3nc(C)c(Br)c3C)no2)cc1OC was read as TDP1 block 1% and FEN1 inhibitor 13%.
For COc1ccc(-c2nc3ccccc3o2)cc1NC(=O)c1cccnc1 the results were TDP1 block 6% and FEN1 inhibitor -10%.
`Cn1c(CNC(=O)OC(C)(C)C)nnc1SCc1c(Cl)cccc1Cl` gave N370S GC mod 21% and FEN1 inhibitor 1%.
O=C(NCc1csc2ccc(Cl)cc12)Nc1cccc2ccccc12 was read as TDP1 block -6%, N370S GC mod -2% and FEN1 inhibitor 0%.
For COC(=O)c1sccc1NC(=O)Nc1cccc(C(C)=O)c1 the results were TDP1 block 4%, N370S GC mod 2% and FEN1 inhibitor 12%.
Cc1ccc(C2=C/C(=C/c3cccnc3)C(=O)O2)c(C)c1 was read as TDP1 block 2%, N370S GC mod -4% and FEN1 inhibitor -20%.
Screening CC(=O)N1c2c(cc(Br)cc2S(=O)(=O)N2CCN(c3cccc(Cl)c3)CC2)CC1C (stereo unspecified) returned TDP1 block 0% and FEN1 inhibitor -18%.
`Cc1cccc(C(=O)NCC(=O)N2CCN(c3ccccn3)CC2)c1` gave TDP1 block 1% and FEN1 inhibitor 1%.
`Cc1cc(C)cc(NC(=O)c2cc(CN3CCCC3)on2)c1` gave TDP1 block 6% and FEN1 inhibitor -2%.
Screening Cc1coc2c(C)c3oc(=O)c(CCC(=O)NCCc4ccccc4F)c(C)c3cc12 returned TDP1 block -2% and FEN1 inhibitor -2%.
For CCC(=O)N1CCc2cc(S(=O)(=O)CCC(=O)Nc3ccc(CC)cc3)ccc21 the results were TDP1 block 1%, N370S GC mod 15% and FEN1 inhibitor -10%.
Screening CC(C)Cn1cnc2c1c(=O)n(CC(=O)NN)c(=O)n2Cc1ccccc1 returned N370S GC mod -10% and FEN1 inhibitor 3%.
Cc1cc(/C=C(\C#N)C(=O)Nc2ccccc2)c(C)n1-c1ccc2c(c1)OCO2 was read as TDP1 block 3%, N370S GC mod -7% and FEN1 inhibitor 5%.
Screening O=C(N/N=C\C=C\c1ccc2c(c1)OCO2)c1cccnc1 returned TDP1 block 5%, N370S GC mod -8% and FEN1 inhibitor 13%.
`CC(C(=O)NCC1(c2ccccc2)CCOCC1)N1CCOCC1` (stereo unspecified) gave TDP1 block 1%, N370S GC mod -17% and FEN1 inhibitor 0%.
`NS(=O)(=O)c1ccc(NC(=O)C2(c3ccccc3)CCCC2)cc1` gave TDP1 block 0%, N370S GC mod 2% and FEN1 inhibitor -7%.
O=C(NC1CCN(Cc2ccccc2)CC1)c1ccccc1NS(=O)(=O)c1ccc(F)cc1 was read as TDP1 block 0% and FEN1 inhibitor -14%.
CCn1c(SCC(=O)N2CCOCC2)nc2c([nH]c3ccccc32)c1=O was read as TDP1 block 3%, N370S GC mod 1% and FEN1 inhibitor 10%.
Screening Cc1cc(N2CCC(C)CC2)nc2ccc(NC(=O)Cc3c(F)cccc3Cl)cc12 returned TDP1 block 6% and FEN1 inhibitor 19%.
Screening COc1ccc(N(C(=O)C2COc3ccccc3O2)C(C(=O)NC2CCCCC2)c2ccccc2)cc1OC (stereo unspecified) returned TDP1 block 0%, N370S GC mod 3% and FEN1 inhibitor -5%.
`C/C(=N\NC(=O)Cc1ccc(Cl)cc1)c1ccccn1` gave TDP1 block 10%, N370S GC mod -3% and FEN1 inhibitor -14%.
Screening COc1ccc(NC(=O)NC(C)c2ccc3c(c2)OCO3)c(OC)c1 (stereo unspecified) returned TDP1 block 2%, N370S GC mod 0% and FEN1 inhibitor 5%.
`CCN(C(=S)NC(=O)c1ccco1)c1cccc2ccccc12` gave TDP1 block 3% and FEN1 inhibitor -1%.
`COc1ccc(N(CC(=O)N/N=C/c2ccc(N(C)C)cc2)S(=O)(=O)c2ccccc2)cc1` gave N370S GC mod 3% and FEN1 inhibitor -19%.
CC(=O)Nc1cccc(-c2nnc(SCc3ccccc3C#N)n2C)c1 was read as TDP1 block 2%, N370S GC mod -3% and FEN1 inhibitor -12%.
For CCOc1ccc(NC(=O)COC(=O)c2cc(S(=O)(=O)N3CCCC3)ccc2C)cc1 the results were TDP1 block 0% and FEN1 inhibitor 13%.
Screening CC(C)n1c(N2CCN(C(=O)c3cccs3)CC2)nc2ccccc21 returned TDP1 block 7%, N370S GC mod -11% and FEN1 inhibitor 7%.
CCCOC(=O)c1ccc(NC(=O)C(=O)NCC2CCCO2)cc1 (stereo unspecified) was read as TDP1 block 0%, N370S GC mod 0% and FEN1 inhibitor -5%.
CC(C)(C)OC(=O)NCCC(=O)N/N=C/c1ccc2nccnc2c1 was read as TDP1 block -1%, N370S GC mod 4% and FEN1 inhibitor -6%.
Screening Cc1ccc(C)c(N2CCN(S(=O)(=O)c3ccc4c(c3)oc(=O)n4C)CC2)c1 returned TDP1 block 7%, N370S GC mod 6% and FEN1 inhibitor -20%.
O=C1c2ccccc2C(=O)N1CCn1nc(Cl)nc1Cl was read as TDP1 block 4%, N370S GC mod 12% and FEN1 inhibitor -1%.
For NC(=S)NN=C(c1ccccc1)c1ccccc1 the results were N370S GC mod -7% and FEN1 inhibitor -13%.
Screening Cc1cc(C)cc(OCC(=O)N2CCN(c3ncccn3)CC2)c1 returned TDP1 block 1% and FEN1 inhibitor 0%.
Screening CCCCOc1ccc2ccccc2c1C=O returned N370S GC mod 21% and FEN1 inhibitor 1%.
CCN(CC)CCNC(=O)c1ccc(Sc2ccc(C)cc2)c(NC(C)=O)c1 was read as TDP1 block 6%, N370S GC mod -5% and FEN1 inhibitor 1%.
For COC(=O)c1c(-c2ccccc2)c[nH]c1C the results were TDP1 block 0%, N370S GC mod 3% and FEN1 inhibitor 23%.
COc1cc(-c2nc3cnccn3c2Nc2ccc(C(C)C)cc2)ccc1O was read as TDP1 block 6%&3%, N370S GC mod -7% and FEN1 inhibitor 1%&-6%.
`CCNS(=O)(=O)c1ccc(CCC(=O)N2CCC(C)CC2)cc1` gave N370S GC mod 0% and FEN1 inhibitor -2%.
Screening O=C1CC(C(=O)NCc2ccccc2)N=C(N2CCCCC2)N1 (stereo unspecified) returned TDP1 block 2%, N370S GC mod -1% and FEN1 inhibitor -2%.
Screening CN(CCO)c1cc(Sc2nc3ccccc3s2)c2nonc2c1[N+](=O)[O-] returned TDP1 block 5%, N370S GC mod 3% and FEN1 inhibitor -29%.
CCc1cc(=O)oc2cc(C)cc(OCC(=O)NCCCN3CCOCC3)c12 was read as TDP1 block 0%, N370S GC mod -8% and FEN1 inhibitor 20%.
`C/C(=N\Nc1cc(C(F)(F)F)ccc1Cl)c1ccccc1O` gave TDP1 block 0%, N370S GC mod 0% and FEN1 inhibitor 5%.
O=C(CSc1nnc2[nH]c(=O)cc(-c3ccccc3)n12)Nc1ccc(F)cc1F was read as TDP1 block -8% and FEN1 inhibitor -13%.
`CSc1nsc2nc(=O)c(/C=C3\C(C)=Nc4ccccc43)c(N)n12` gave TDP1 block 3%, N370S GC mod -4% and FEN1 inhibitor -20%.
Screening Cc1ccnc(SCC(=O)N2CCC(C(N)=O)CC2)n1 returned TDP1 block 2%, N370S GC mod 0% and FEN1 inhibitor 8%.
`O=C(COC(=O)c1ccccc1C(=O)c1ccccc1)Nc1ccc(SC(F)F)cc1` gave TDP1 block -1%, N370S GC mod inconclusive and FEN1 inhibitor -22%.
Cc1ccc(N2CCN(C(=O)c3ccccc3NC(=O)C3CC=CCC3C(=O)O)CC2)cc1 (stereo unspecified) was read as TDP1 block -5%, N370S GC mod -3% and FEN1 inhibitor -1%.
Cc1cc(Cl)ccc1OCc1cn2cccnc2n1 was read as TDP1 block 2%, N370S GC mod 2% and FEN1 inhibitor 0%.
CC(C)N(Cc1nc(-c2ccccc2)no1)C(=O)CN(C)S(=O)(=O)c1ccccc1 was read as TDP1 block 0%, N370S GC mod 14% and FEN1 inhibitor -1%.
Screening CC(C)CN(CC(C)C)S(=O)(=O)N1CCC(C(=O)N2CCc3ccccc3C2)CC1 returned TDP1 block 3%, N370S GC mod -12% and FEN1 inhibitor -6%.
For COC(=O)[C@@]1(Cc2ccc(OC)cc2)[C@H]2c3cc(C(=O)N4CCCC4)n(Cc4ccc(O)c(OC)c4)c3C[C@H]2CN1C(=O)c1ccccc1 the results were TDP1 block 16% and N370S GC mod 0%.
Screening O=c1[nH]nc(SCc2ccccc2Cl)n1-c1ccc2c(c1)OCCO2 returned TDP1 block -1%, N370S GC mod 4% and FEN1 inhibitor -3%.
For Cc1ccc(NC(=O)c2cc(-c3cccs3)on2)cc1C the results were TDP1 block 5%&-1%, N370S GC mod 14% and FEN1 inhibitor -3%&-11%.
